Screening results (PubChem BioAssay)
V-ATPase pHluor – regulators of yeast V-ATPase proton pumping, primary screen, pHLuorin cytosolic pH fluorescence; S. cerevisiae; response, % at 10 µM; 350,000 tested, 0.37% active; in the data active = response mostly above about 7.3%, no sharp cut-off; inactive = mostly below about 5.4%; note: actives read high; inactives centre near 0; some compounds called inactive have numbers as strong as hits
CAL PDZ FP-1 – untagged CAL PDZ binding inhibitors, primary screen, biochemical, fluorescence polarization, HTS; Golgi-associated PDZ and coiled-coil motif-containing protein (Homo sapiens), Q9HD26; purified CAL PDZ, TMR-peptide fluorescence polarization, 1 h; inhibition, % at 24.9 µM; 300,000 tested, 0.92% active; AID 602252, 2012;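 active = mean inhibition of at least 30% with at least half of replicates also reaching 30%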;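 note: 0% = DMSO neutral control and 100% = excess unlabeled competitor peptide PRC23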
Keap1 Nrf2 FP – Keap1-Nrf2 protein-protein interaction inhibitors, primary screen, biochemical, fluorescence polarization, single point; Kelch-like ECH-associated protein 1 (Homo sapiens), Q14145; inhibition, % at 9.4 µM; 340,000 tested, 0.15% active; Keap1 Kelch-Nrf2 peptide fluorescence polarization, 1536-well; in the data active = inhibition above about 12%;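 note: human Keap1 Kelch domain with fluorescein labeled Nrf2 9mer peptide probe; 0% = neutral control wells and 100% = peptide positive control; higher means more block of Keap1 binding to Nrf2 peptide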
Cardiac RTF inh – cardiac RTF calcium sensitivity inhibitors, primary screen, biochemical, IANBD-TnC fluorescence, EC70 calcium; 340,000 tested, 0.12% active; inhibition, % at 7.15 µM; IANBD-labeled cardiac RTF, Ca2+ fluorescence; Troponin I, cardiac muscle (Homo sapiens) + Troponin T, cardiac muscle (Homo sapiens) + …;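 active = inhibition above the mean inhibition of all tested compounds plus 3 SD, cut at about 17% in these data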;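 note: assay run at fixed EC70 calcium of 1.6 mM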
Pemphigus Ab inh – inhibitors of pemphigus antibody binding to DSG3, primary screen, biochemical, bead-based, flow cytometry, scFv-GFP. Desmoglein-3 (Homo sapiens), P32926. DSG3-coupled beads, scFv-anti-DSG3-GFP binding; stronger effect = lower value. binding (percent of control), % at 10 µM. 310,000 tested, 0.48% active;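 active = binding more than 3 SD below its plate's average and above zero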;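 note: hits lower antibody fragment binding to DSG3; some compounds called inactive have numbers as strong as hits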
NSD2 inh – NSD2 histone methyltransferase inhibitors, primary screen, biochemical, AlphaScreen, single concentration, set 2; inhibition, % at 12.5 µM; NSD2 peptide methylation, 120 min; Histone-lysine N-methyltransferase NSD2 (Homo sapiens), O96028; 310,000 tested, 0.54% active; in the data active = inhibition above about 50%
Arrestin-AP2 inh – inhibitors of beta-arrestin/AP2 binding, primary screen, biochemical, GPCR trafficking, flow cytometry; beta-arrestin 1 C-terminal peptide binding to AP2 beta2-adaptin appendage (human); FITC-arrestin peptide / GST-AP2 beads; AP2 beta2 appendage carries R879A mutation; inhibition, % at 10 µM; 340,000 tested, 0.31% active; AID 504490, 2011;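 active = inhibition above a set limit, near 3 SD of compounds lacking own fluorescence, cut at about 54% in these data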;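 note: plate controls were DMSO wells for no effect and 5 µM unlabelled arrestin peptide for full effect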
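system = GST-tagged AP2 beta2-adaptin appendage (R879A) on 4 µm glutathione beads | reagent = FITC-labelled arrestin peptide probe, 50 nM final | schedule = compound with beads 12 min RT, then probe 1 h RT | signal = HyperCyt-sampled flow cytometry, FL1 channel, ex 488/em 535 nm | read-out = percent response from loss of bead-bound FITC fluorescence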
DAGLB inhibitor – DAGLB lipase inhibitors, primary screen, biochemical, fluorescence, HTS. HEK293T DAGLB membrane lysate, EnzChek fluorogenic substrate. inhibition, % at 5.17 µM. 340,000 tested, 0.059% active. AID 504411, 2011; in the data active = inhibition above about 34%;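 note: 0% = enzyme with vehicle and 100% = wells lacking enzyme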
Target sequence (Q8NCG7 whole entry, looked up): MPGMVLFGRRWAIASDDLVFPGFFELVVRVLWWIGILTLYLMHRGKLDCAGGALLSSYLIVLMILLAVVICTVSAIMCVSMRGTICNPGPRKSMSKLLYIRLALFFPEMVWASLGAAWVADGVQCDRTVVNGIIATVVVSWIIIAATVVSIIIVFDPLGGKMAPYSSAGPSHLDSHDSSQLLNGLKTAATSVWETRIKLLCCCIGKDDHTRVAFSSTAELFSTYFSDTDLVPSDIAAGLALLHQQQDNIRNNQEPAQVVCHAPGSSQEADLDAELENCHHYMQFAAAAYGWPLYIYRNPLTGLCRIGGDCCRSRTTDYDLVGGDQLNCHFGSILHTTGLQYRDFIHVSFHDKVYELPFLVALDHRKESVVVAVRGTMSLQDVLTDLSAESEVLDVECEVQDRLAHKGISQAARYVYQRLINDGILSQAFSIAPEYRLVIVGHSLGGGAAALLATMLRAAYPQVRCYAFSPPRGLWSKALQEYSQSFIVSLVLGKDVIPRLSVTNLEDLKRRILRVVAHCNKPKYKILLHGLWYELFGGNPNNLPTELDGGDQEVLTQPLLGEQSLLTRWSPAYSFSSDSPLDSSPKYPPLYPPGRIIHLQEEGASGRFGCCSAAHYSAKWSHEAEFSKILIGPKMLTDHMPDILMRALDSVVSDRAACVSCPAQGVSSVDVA
CAL PDZ FP-2 – CAL PDZ peptide-binding inhibitors, primary screen, biochemical, fluorescence polarization, Cer-tagged CAL PDZ, HTS. purified CAL PDZ, TMR-peptide fluorescence polarization, 1 h. Golgi-associated PDZ and coiled-coil motif-containing protein (Homo sapiens), Q9HD26. 330,000 tested, 0.02% active. inhibition, % at 20 µM. AID 504414, 2011;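 active = highest replicate inhibition of at least 40%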;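 note: plate controls were DMSO neutral control wells for no effect and unlabeled competitor peptide control wells for full effect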
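Test system: purified CerCALP PDZ construct; Compound dosing: one concentration, 20 µM compound; Also added: TMR-labelled reporter peptide T*-PRC34 bound in PDZ groove; Read-out: inhibition from polarization loss; Controls: unlabelled peptide and DMSO controls; Signal: FP readout, S and P plane fluorescence; Incubation: 1 h at RT.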
C-LANA FP – inhibitors of KSHV C-LANA binding to DNA, primary screen, biochemical, fluorescence polarization, FAM-LBS DNA, MBP-C-LANA, single point; Kaposi's sarcoma herpesvirus LANA C-terminal domain (residues 932-1162) DNA binding; 340,000 tested, 0.078% active; inhibition, % at 9 µM;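 active = highest replicate inhibition at or above 60% at 9 µM, even if other replicates fall short; inactive = all replicates below 60% inhibition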;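 note: 0% = neutral control wells and 100% = 4 µM acridine orange control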
* = called active by the depositor; x = not tested or not shown. Not all compounds are listed. The share of hits here may be higher or lower than overall.

Compound,V-ATPase pHluor,CAL PDZ FP-1,Keap1 Nrf2 FP,Cardiac RTF inh,Pemphigus Ab inh,NSD2 inh,Arrestin-AP2 inh,DAGLB inhibitor,CAL PDZ FP-2,C-LANA FP
O=S(=O)(c1ccc(F)cc1)N1CCN(C(=S)NCCc2ccccc2)CC1,5,-3,0,-6,x,0,6,-2,-1.9,0.0
C=CC(=O)N1C/C(=C/c2ccc(Cl)cc2)C(=O)/C(=C\c2ccc(Cl)cc2)C1,1,1,-4,-8,x,4,-12,16,-0.3,-1.2
COc1ccc(CC(=O)O)cc1O,-3,1,2,5,107,x,-2,-1,0.5,2.1
O=C(NCCN1CCN(Cc2ccccc2Cl)CC1)Nc1ccccc1,0,x,-4,-6,103,4,3,0,-3.8,-1.5
Cc1nn(Cc2ccc([N+](=O)[O-])cc2)c(=O)n1-c1cccc(Cl)c1,0,-2,-6,6,100,10,4,-5,0.4,-3.3
C[n+]1cccc2cccc([O-])c21,-4,-4,-1,1,x,103*,13,-2,0.6,4.1
O=C(Cn1nnc(-c2ccccc2)n1)c1ccccc1,0,2,-4,-2,100,-2,-11,-1,-2.7,-1.5
CCOCCCNC(=O)CS(=O)(=O)Cc1nc(-c2cccc(OC)c2)oc1C,5,x,-2,-13,108,4,13,0,-0.1,1.7
Cn1c(C(=O)O)c(CC(=O)N2CCC(Cc3ccccc3)CC2)c2ccccc21,1,-2,-8,-9,122,2,6,3,-2.0,1.7
CC1CCN(C(=O)C2CCC(CNc3c(N4CCCCC4)c(=O)c3=O)CC2)CC1 (centres undefined),-2,2,-5,-7,107,-4,-2,-2,0.7,-0.2
COc1c2ccoc2nc2c(OC)c(OCC(O)C(C)(C)O)ccc12 (centres undefined),3,x,-4,-3,101,-5,24,1,-0.4,-1.1
COc1cccc(-n2c(=O)c3c(C)c(C(=O)N(C)C)sc3n(CC(=O)NCCc3ccc(OC)c(OC)c3)c2=O)c1,0,7,-3,-10,92,5,-10,1,0.5,-2.4
Cc1ccc2[nH]c3c(c2c1)CCC3=O,-56,-4,-1,-8,105,2,17,4,-3.5,0.4
CC(C)C1CC(=O)NC(SCC(=O)Nc2ccc(Br)cc2)=C1C#N (centres undefined),1,57*,3,-6,111,x,-13,-4,0.1,1.0
COc1ccc(-c2oc(=O)c3cc(OC)c(OC)cc3c2C#C[C@]2(O)CC[C@H]3[C@@H]4CCc5cc(OC)ccc5[C@H]4CC[C@@]32C)cc1,-3,-2,2,-5,95,x,-5,-1,-1.0,0.9
Cc1cc2nc(CCl)cc(=O)n2[nH]1,0,x,4,-3,85,-1,-7,-1,-1.4,1.4
Cc1cc(C)n(-c2ccc(C(=O)Oc3ccc4c(c3)OCO4)cc2)n1,-43,-7,-7,-15,x,-5,-1,-5,0.1,-0.1
CC(C)(C)c1cc(C(c2cccnc2)N2CCN(CCO)CC2)cc(C(C)(C)C)c1O (centres undefined),2,-21,-115,-3,128,8,30,7,-1.2,0.4
CC1CN(c2ccc(NC(=S)NNCCC#N)cc2)CC(C)O1 (centres undefined),1,x,-5,-6,107,-1,-9,-2,0.1,-0.6
COc1ccc(CC(=O)NC2CC2)cc1OC,3,-1,-7,-3,104,2,9,0,-0.6,0.9
CCCCCCCC[n+]1cccc(C(=O)N2c3c(nc(N)[nH]c3=O)NC(C)C2C)c1 (centres undefined),4,-1,-3,-9,100,12,-12,-2,0.0,2.9
CC(C)C[C@@H](CNCC(=O)[C@H](Cc1c[nH]c2ccccc12)NC(=O)c1[nH]cnc1C(=O)N[C@H](CN)CC(C)C)NC(=O)c1nc[nH]c1C(=O)N[C@@H](CC(=O)O)C(=O)O,0,-2,-7,-1,158,x,11,-2,-0.2,-0.2
CCn1nc(C)cc1C(=O)N1CCCC(Nc2ccc(C(C)C)cc2)C1 (centres undefined),1,-3,1,-6,98,2,-6,0,-2.5,-1.0
OCCN(CCO)c1ncnc2c1sc1nc(N3CCOCC3)c3c(c12)CCCC3,0,8,0,-5,x,2,20,-2,-3.7,-3.9
CCOC(=O)c1c(S(=O)(=O)N2CCN(Cc3ccccc3)CC2)c(C)n(C)c1C,-3,-3,4,3,x,8,15,-3,-2.0,0.0
COCc1[nH]nc2c1C1(C(=O)N(C)c3ccccc31)C(C#N)=C(N)O2 (centres undefined),5,0,4,-23,x,12,0,1,-0.3,0.0
COc1ccc(OC)c(NC(=O)c2cnn(-c3ccccc3Cl)c2NC(=O)c2ccco2)c1,-4,x,2,-6,98,-2,7,2,-1.1,-0.7
COC(=O)C1CCN(C(=O)CSc2nc3nc(C)cc(C)n3n2)CC1,2,x,6,-9,92,-1,19,4,-0.2,0.8
O=C(CSCCN1C(=O)c2ccccc2C1=O)Nc1ccc2ccccc2c1,-2,4,2,-14,99,-1,17,-8,-1.1,0.0
COCCN1CCN(C(=O)C2CCC(=O)N(CCCc3ccccc3)C2)CC1 (centres undefined),-1,3,3,-7,100,0,18,4,-1.8,-0.7
O=C(/C=C/c1cccc([N+](=O)[O-])c1)Nc1ccc(Cl)cn1,-2,2,-5,5,100,0,-13,-3,-0.6,0.1
CCOC(=O)C1CCN(c2ccc([N+](=O)[O-])cc2S(=O)(=O)N2CCOCC2)CC1,3,-2,-4,-3,100,x,1,0,-0.6,0.8
c1ccc(N2CCN(C3CC4CCC3C4)CC2)cc1 (centres undefined),-2,-1,-6,-7,122,3,1,0,-0.8,-0.1
O=CN1CCN(C(=O)CC(c2ccccc2)c2cc(Br)ccc2O)CC1 (centres undefined),5,1,-5,-1,122,-2,3,2,-0.7,x
Cc1ccc(S(=O)(=O)N2CCCCCC2)cc1[N+](=O)[O-],1,-3,-1,-24,105,1,30,-3,0.3,0.1
CC1(C)Cc2c(sc3ncnc(NN)c23)CO1,-1,0,3,1,103,-4,6,0,-1.4,0.1
CC1CN(C(=S)Nc2ccccc2C(F)(F)F)CC(C)O1 (centres undefined),-2,-1,2,3,100,-1,-5,2,-2.1,0.3
Cc1cccc(-c2nc(C#N)c(N3CCCCC3)o2)c1,0,-4,-2,1,109,1,-2,-5,-0.5,5.5
COC(=O)c1ccc2c(=O)n(C3CCCCC3)c(SCC#N)nc2c1,2,-6,-5,-1,90,0,2,-2,-3.4,0.5
CC(C)(C)C1=Nn2c(nnc2-c2ccco2)SC1,-4,-2,3,3,x,0,31,-4,1.0,2.0
CCOC(=O)Cn1nnnc1CN(Cc1ccc(OC)cc1)Cc1cc2cc(CC)ccc2[nH]c1=O,2,1,-4,1,100,-2,1,3,-2.2,3.4
N#Cc1c(N2CCOCC2)nc(-c2ccco2)c2c1CCCC2,2,0,0,3,96,7,-1,5,-0.6,-0.3

Gathered by group: the entries above with an NH in an aromatic ring
Compound,V-ATPase pHluor,CAL PDZ FP-1,Keap1 Nrf2 FP,Cardiac RTF inh,Pemphigus Ab inh,NSD2 inh,Arrestin-AP2 inh,DAGLB inhibitor,CAL PDZ FP-2,C-LANA FP
Cc1ccc2[nH]c3c(c2c1)CCC3=O,-56,-4,-1,-8,105,2,17,4,-3.5,0.4
Cc1cc2nc(CCl)cc(=O)n2[nH]1,0,x,4,-3,85,-1,-7,-1,-1.4,1.4
CCCCCCCC[n+]1cccc(C(=O)N2c3c(nc(N)[nH]c3=O)NC(C)C2C)c1 (centres undefined),4,-1,-3,-9,100,12,-12,-2,0.0,2.9
CC(C)C[C@@H](CNCC(=O)[C@H](Cc1c[nH]c2ccccc12)NC(=O)c1[nH]cnc1C(=O)N[C@H](CN)CC(C)C)NC(=O)c1nc[nH]c1C(=O)N[C@@H](CC(=O)O)C(=O)O,0,-2,-7,-1,158,x,11,-2,-0.2,-0.2
COCc1[nH]nc2c1C1(C(=O)N(C)c3ccccc31)C(C#N)=C(N)O2 (centres undefined),5,0,4,-23,x,12,0,1,-0.3,0.0
CCOC(=O)Cn1nnnc1CN(Cc1ccc(OC)cc1)Cc1cc2cc(CC)ccc2[nH]c1=O,2,1,-4,1,100,-2,1,3,-2.2,3.4
